Compound activity from PubChem BioAssay.
D1 ag – activates the human D1 dopamine receptor | HEK293 T-REx D1 cells, calcium flux, agonist mode | activation, % at 2 µM | 360,000 tested, 1% active | AID 504660; in the data active means activation above about 30%; further: 0% is about no effect
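Agonism was scored from calcium flux recorded over 180 s (1 read/s) after pintool compound addition, following a 10-cycle baseline. Cells were inducible force-coupled HEK293 TREx D1, plated overnight at 30 C and loaded with no-wash calcium dye.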
RXFP1 antagonist – blocks the human relaxin receptor RXFP1; Q9HBX9; HEK293-RXFP1, relaxin-stimulated cAMP HTRF, 30 min; stronger effect = lower value; activity change, negative = inhibition, % at 57.5 µM; 350,000 tested, 0.59% active; AID 1259400;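 active means activity change of -60% or lower, but not beyond a set lower limit; inconclusive means change between -60% and -40%, or beyond the set limit; inactive means change above -40%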; further: on the % scale 0 is the no-effect control and ±100 the full control effect
Target sequence (Q9HBX9 whole entry, looked up): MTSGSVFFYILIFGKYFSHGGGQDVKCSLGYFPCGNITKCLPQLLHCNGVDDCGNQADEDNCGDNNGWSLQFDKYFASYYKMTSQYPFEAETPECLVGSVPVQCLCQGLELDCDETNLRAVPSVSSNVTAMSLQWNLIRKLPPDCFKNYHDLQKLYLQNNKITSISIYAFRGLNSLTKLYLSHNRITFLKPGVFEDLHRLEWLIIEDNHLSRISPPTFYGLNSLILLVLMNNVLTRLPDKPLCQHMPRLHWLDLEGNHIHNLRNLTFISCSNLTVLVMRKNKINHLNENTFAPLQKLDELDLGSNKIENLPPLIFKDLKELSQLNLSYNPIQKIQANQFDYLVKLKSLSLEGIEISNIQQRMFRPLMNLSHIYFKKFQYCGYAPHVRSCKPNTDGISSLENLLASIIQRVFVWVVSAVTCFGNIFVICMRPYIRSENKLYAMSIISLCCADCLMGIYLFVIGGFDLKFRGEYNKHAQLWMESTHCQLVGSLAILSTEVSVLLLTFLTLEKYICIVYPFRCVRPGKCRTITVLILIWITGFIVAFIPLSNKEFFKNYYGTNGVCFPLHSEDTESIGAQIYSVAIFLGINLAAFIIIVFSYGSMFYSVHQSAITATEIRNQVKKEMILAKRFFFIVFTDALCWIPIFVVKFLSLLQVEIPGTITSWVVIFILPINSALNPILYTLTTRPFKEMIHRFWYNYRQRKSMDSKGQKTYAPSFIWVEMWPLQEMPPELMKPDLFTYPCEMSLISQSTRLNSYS
Vif-APOBEC3F blk – blocks the Vif interaction with APOBEC3F. HeLa A3F-eYFP + Vif (tagged APOBEC3F with the HIV-1 protein that degrades it), YFP fluorescence increase. Potency, µM (series often up to 46.1 µM), for inactives: at the highest dose activity, negative = active. 390,000 tested, 0.2% active. AID 602313; further: potency means the concentration at half of the fitted maximal effect; % of control where 0% means no effect; nearly all actives have a fitted effect of over 65% in size
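HeLa cells stably expressing Vif plus C-terminally eYFP-tagged A3F were seeded, incubated overnight at 37 deg C, dosed with compound, incubated overnight again at 37 deg C. Yellow fluorescence (Ex 488/Em 500-530) reported blocked Vif-mediated A3F-eYFP degradation.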
Glioma ERSR ind – ER stress response induction in glioma. Potency, µM, inactives show top-dose activation, most hits filed as activators. U87-MG GRP78 promoter luciferase reporter, 16 h. 420,000 tested, 0.02% active. AID 602332; further: potency means the concentration at half of the fitted maximal effect; series mostly up to about 76 µM; % of control where 0% means no effect; nearly all actives have a fitted effect of over 35% in size
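Stably transfected U87-MG human glioma cells carrying a GRP78-based luminescent sensor were seeded at 1000 cells/well, pin-dosed with compounds and incubated 16 h. Luciferase reagent was then added, and end-point luminescence was read after 10 min at room temperature.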
RXFP1 ag – activates the human relaxin receptor RXFP1; Q9HBX9; HEK293T-RXFP1 cAMP TR-FRET, 30 min; response scale: percent of porcine relaxin response, buffer zero; Potency, µM (titrated, usually from 57.5 µM), without a hit: top-dose activation, actives largely listed as activators; 370,000 tested, 0.3% active; further: potency means the concentration at half of the fitted maximal effect; on the % scale 0 is the no-effect control and ±100 the full control effect; nearly all actives have a fitted effect of over 60% in size; many of its hits are not listed in these tables
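cAMP rise read by TR-FRET after 30 min, 37C compound exposure (up to 58 uM) in RXFP1-transfected HEK293 cells with Ro 20174 present. EC50 from Hill-equation fits, with 29 nM porcine relaxin as 100% and buffer as basal.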
D2 potentiator – D2 dopamine receptor (human) potentiation | HEK293 T-REx D2, calcium flux, EC20 dopamine potentiation | potentiation, % at 10 µM | 340,000 tested, 0.34% active;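 active means potentiation over 3 SD above the plate norm, cut at about 30% in these data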; further: 0% is about no effect
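Tetracycline-induced Hek293 Trex D2 cells, force-coupled to calcium, loaded with no-wash calcium dye. Compound added with 180 s kinetic read for agonism, then EC20 dopamine and a further 180 s read for potentiation.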
Vif-A3G inh – inhibitors of Vif-APOBEC3G interaction | 410,000 tested, 0.076% active | Potency, µM (series often up to 46.1 µM), without a hit: at the top dose activity, negative = active, hits mostly inhibitors | AID 602310 | Q9HC16 | HeLa A3G-eYFP + Vif (tagged APOBEC3G with the HIV-1 protein that degrades it), YFP fluorescence, overnight;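 further: potency means the concentration at half of the fitted maximal effect; on the % scale 0 is the no-effect control and ±100 the full control effect; nearly all actives have a fitted effect of over 60% in size; hits raise eYFP signal because A3G escapes Vif-driven loss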
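HeLa cells stably expressing Vif and C-terminally eYFP-tagged A3G, seeded overnight at 37 deg C, then exposed to compound by pintool overnight at 37 deg C. Rise in yellow fluorescence (Ex 488/Em 500-530, Acumen) marks blocked Vif-driven A3G degradation.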
D1 antagonist – antagonists of human D1 dopamine receptor; HEK293 TREx D1 cells, calcium flux, dopamine EC80; stronger effect = lower value; activity change, negative = inhibition, % at 10 µM; 360,000 tested, 3.2% active; AID 504652; in the data active means activity change below about -30%; further: on the % scale 0 is the no-effect control and ±100 the full control effect
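Antagonism measured as reduced calcium response to an EC80 dopamine addition following 180 s compound pre-read; cells were inducible HEK293 Trex D1 plated overnight at 30 C, read kinetically at 1 cycle/sec.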
D1 potentiator – potentiators of human D1 dopamine receptor; P21728; AID 504651; 360,000 tested, 0.036% active; HEK293 TREx D1 cells, calcium flux, dopamine EC20 potentiation; potentiation, % at 10 µM; in the data active means potentiation above about 30%; further: 0% is about no effect
Numbers without * were called inactive; ? = inconclusive; / = not tested or not shown; & = joins results of further samples. Unless noted, the call rests on the fitted dose curve; in most records, active means well fitted curve in the direction sought with a large enough effect; inconclusive means small, poorly fitted or top-dose-only effect, or another doubt; inactive means no such curve, though single readings can be large; an effect the other way counts as inactive or inconclusive. The list is partial; count on the stated rates, not on these rows.

SMILES | D1 ag | RXFP1 antagonist | Vif-APOBEC3F blk | Glioma ERSR ind | RXFP1 ag | D2 potentiator | Vif-A3G inh | D1 antagonist | D1 potentiator
Cc1ccc(NC(=O)CN(C)S(=O)(=O)c2cccc3cccnc23)cc1F | 6&0 | -28&-25 | -5%&4% | -4%&-2% | -1.6%&3.2% | -8&-11 | -6%&5% | -18&-10 | -2&-8
CCn1cc(C(=O)N[C@@H](CCSC)C(=O)NCCCOC)c(=O)c2cc3c(cc21)OCO3 | 1 | -5 | 0% | -4% | 4.4% | -3 | -5% | 1 | -2
CCC1CN(C(=O)N2CCC(C(=O)NCCN(C)C)CC2)c2ccccc2O1 (configuration not stated) | 0 | 4 | -1% | -3% | -3.8% | 10 | -3% | 7 | 4
COc1ccccc1/C=N/NC(=O)CC(=O)NCc1cccnc1 | 2 | 1 | 8% | -2% | -0.7% | 11 | 0% | 26 | -3
O=[N+]([O-])c1ccc(Oc2cccnc2)c([N+](=O)[O-])c1 | / | 12 | 7% | -9% | / | / | -22% | / | /
CCCc1cc(C(=O)N2CCCC(CO)(CCCc3ccccc3)C2)n(C)n1 (configuration not stated) | 0 | -13 | 0% | 1% | 0.6% | -10 | 3% | -8 | 0
COc1cccc(NC(=O)CSc2nc3ccc(NC(=O)c4cccs4)cc3s2)c1 | 10 | / | 0% | 0% | 1.7% | -3 | 3% | -12 | -2
CC(=O)Nc1ccc(NC(=O)CSc2ccccn2)cc1 | 3 | -5 | 0% | 4% | -0.1% | 5 | -1% | 20 | -2
CC1=C(Nc2ccc(C(=O)O)cc2)C(=O)c2ccccc2C1=O | 0 | 0 | -1% | 4% | -0.6% | 9 | -2% | 7 | 11
Cc1c(/C(Cc2ccccc2)=N/O)c2ccccc2n1C | 0 | -21 | -4% | 1% | -0.1% | -2 | -5% | -22 | -14
Cc1cc(NC(=O)c2ccc(S(=O)(=O)N(C)CC3CCCO3)cc2)no1 (configuration not stated) | 0 | -3 | 11% | 0% | -3.4% | -2 | -2% | 4 | -6
O=C(Nc1c(C(=O)NCc2ccco2)cnn1-c1ccccc1)c1cccc(F)c1 | 8 | -1 | -9% | -2% | 1.0% | -17 | -6% | -9 | -9
COC(=O)c1cc2c(=O)c3ccccc3oc2nc1/C=C/N(C)C | 76* | -18 | -36% | -4% | 4.4% | 13 | 6% | 1 | -2
Cc1ccc(NS(=O)(=O)c2cc3[nH]c(=O)c(=O)[nH]c3cc2C)cc1Cl | 0 | 15 | -3% | -3% | -2.3% | -6 | -5% | 5 | 3
Cc1ccc2nc(C)c3c(c2c1)N(c1ccccc1)CC3 | -1 | -13 | ? | -3% | 3.6% | -4 | 7% | -47* | -5
COc1ccc(C(=O)Nc2ccc(NC(=O)c3ccco3)c(Cl)c2)cc1OC | 2 | 6 | -7% | 0% | 0.6% | 1 | 1% | -21 | -4
Cc1nnc(SCCn2c(N3CC(C)CC(C)C3)nc3c2c(=O)[nH]c(=O)n3C)s1 (configuration not stated) | 9 | -1 | 2% | -6% | 0.4% | 5 | 1% | 12 | -1
Cc1cccc(OCCSc2nnc(-c3ccoc3C)n2C)c1 | 1 | -4 | 8% | -1% | 0.3% | -1 | 0% | 0 | 1
Cc1ccc(C(=O)OC(C)C(=O)Nc2ccc3c(c2)OCO3)c(O)c1 (configuration not stated) | 2 | -9 | -11% | 1% | 1.6% | -9 | 1% | -17 | 2
N=C1S/C(=C\c2ccc(-c3ccccc3C(=O)O)o2)C(=O)N1c1ccc2c(c1)OCO2 | 5 | -20 | -5% | -1% | 0.4% | 2 | 0% | -9 | 4
CCOc1ccc(/C=C/c2nc(C#N)c(NC(C)c3ccccc3)o2)cc1 (configuration not stated) | 3 | 0 | -6% | 1% | 11% | 8 | -1% | 2 | 1
O=C(Nc1nc2ccccc2[nH]1)c1ccc(Cl)cc1 | 9 | -5 | ? | -13% | 3.0% | -8 | 1% | 19 | 0
C#CC(CC)(CC)NC(=O)NC1CCCCC1 | 1 | -6 | 2% | -4% | 1.4% | 6 | -3% | 5 | 1
COc1cc(/C=C2/CCc3ccccc3C2=O)cc(OC)c1OC | 5 | -4 | -17% | ? | 1.4% | 1 | ? | -1 | 4

Molecules shown so far with a COOH group, in the order listed:
SMILES | D1 ag | RXFP1 antagonist | Vif-APOBEC3F blk | Glioma ERSR ind | RXFP1 ag | D2 potentiator | Vif-A3G inh | D1 antagonist | D1 potentiator
CC1=C(Nc2ccc(C(=O)O)cc2)C(=O)c2ccccc2C1=O | 0 | 0 | -1% | 4% | -0.6% | 9 | -2% | 7 | 11
N=C1S/C(=C\c2ccc(-c3ccccc3C(=O)O)o2)C(=O)N1c1ccc2c(c1)OCO2 | 5 | -20 | -5% | -1% | 0.4% | 2 | 0% | -9 | 4

Carrying on:
SMILES | D1 ag | RXFP1 antagonist | Vif-APOBEC3F blk | Glioma ERSR ind | RXFP1 ag | D2 potentiator | Vif-A3G inh | D1 antagonist | D1 potentiator
O=C(CN1CCOCC1)NC1CC2CCC1C2 (configuration not stated) | 2 | -6 | 0% | 0% | -0.6% | / | 8% | 8 | -2
CCOc1ccc(CNC(=O)c2oc3c(c2C)-c2nn(Cc4cccc(Cl)c4)cc2CC3)cc1 | -1 | -78* | -2% | -4% | 8.0% | -5 | 0% | -11 | 3
COc1ccc(OC)c(C2SCCN2S(=O)(=O)c2cccc(C(F)(F)F)c2)c1 (configuration not stated) | 15 | 8 | -6% | -4% | -0.7% | -1 | 0% | -4 | -4
CN(CC(=O)N1CCN(Cc2ccccc2)CC1)S(=O)(=O)c1ccc(F)cc1 | 5 | -16 | 1% | 2% | 0.4% | -24 | 0% | 8 | -1
COc1cccc(OC)c1C(=O)NC(=S)Nc1ccc(N2CCOCC2)c(Cl)c1 | 4 | -34 | -10% | -1% | -0.1% | 21 | 2% | 7 | 7
CCOc1cc(C2C(C(=O)c3ccc(C)o3)=C(O)C(=O)N2CCc2ccccc2)ccc1O (configuration not stated) | 0 | 24 | -3% | -3% | 13% | 5 | 4% | -6 | -1
CCc1ccccc1NC(=O)CC1SCCNC1=O (configuration not stated) | 2 | -2 | 5% | -2% | 4.4% | 6 | -1% | 10 | -2
COc1cccc(/C=C/C(=O)OCC(=O)N2c3ccccc3CC2C)c1 (configuration not stated) | / | 6 | 0% | -1% | / | / | 0% | / | /
O=S(=O)(O/N=C1\CCCc2ccccc21)c1ccc(Cl)cc1 | 0 | -1 | 1% | -3% | 0.7% | 10 | -2% | -5 | 0
CC(C)c1ccc(/C=C/C(=O)n2nnc3ccccc32)cc1 | 2 | -24 | / | ? | -0.1% | / | -2% | -2 | 5
CC1(c2ccc(Cl)cc2)NC(=S)N2C1NC(=S)N2c1ccccc1 (configuration not stated) | 3 | -21 | 8% | 1% | 0.0% | -12 | -4% | -3 | -8
COc1ccc(Nc2nc(N)nc(CSc3nccc(C)n3)n2)cc1 | 0 | -15 | -9% | 2% | 2.7% | 8 | -3% | 15 | 1
CCCCN(Cc1ccccc1)C(=O)C1CCCN(S(=O)(=O)c2cnc[nH]2)C1 (configuration not stated) | 3 | / | -11% | -4% | 0.1% | -5 | 2% | -3 | /
COc1cc(C2c3c(oc4ccccc4c3=O)C(=O)N2Cc2ccco2)ccc1O (configuration not stated) | -1 | 9 | 0% | 4% | 2.7% | -3 | 3% | 12 | 3
COc1ccc(-c2c(C)nn3c(C(F)(F)F)cc(C)nc23)cc1 | / | 3 | -4% | -1% | / | / | -3% | / | /
CCN1CCN(C(=O)C2=CC(c3ccc(C)cc3)=NS(=O)(=O)N2C)CC1 | 0 | 5 | -1% | -1% | 0.5% | 8 | 7% | 27 | -5
CN=C1c2cc3c(Br)c(OC)ccc3n2CCN1C | 1 | -12 | 0% | -6% | 8.4% | -3 | 2% | 0 | -1
CC(=O)Nc1cccc(NC(=O)c2ccc(Br)cc2)c1 | 0 | 1 | 12% | 3% | -0.9% | -9 | 0% | -18 | -4
Cc1ccc(C2CC(c3ccc(Br)cc3)=NN2C(=O)CSC2=NN3CCCC(=O)N=C3S2)cc1 (configuration not stated) | 4 | 2 | 1% | -3% | -0.5% | 33* | 7% | -7 | -7
COc1ccc(C(=O)NC(C)c2ccccc2)cc1Br (configuration not stated) | 0 | -1 | 13% | -1% | 1.1% | 3 | -5% | -11 | -10
CCC(OC(=O)c1cccs1)C(=O)NCc1ccco1 (configuration not stated) | -3 | -12 | / | -2% | 1.4% | -12 | 0% | -15 | 3

Reformatted as labelled records: entries from further up.
> CCN1CCN(C(=O)C2=CC(c3ccc(C)cc3)=NS(=O)(=O)N2C)CC1
  D1 ag: 0
  RXFP1 antagonist: 5
  Vif-APOBEC3F blk: -1%
  Glioma ERSR ind: -1%
  RXFP1 ag: 0.5%
  D2 potentiator: 8
  Vif-A3G inh: 7%
  D1 antagonist: 27
  D1 potentiator: -5

> CN=C1c2cc3c(Br)c(OC)ccc3n2CCN1C
  D1 ag: 1
  RXFP1 antagonist: -12
  Vif-APOBEC3F blk: 0%
  Glioma ERSR ind: -6%
  RXFP1 ag: 8.4%
  D2 potentiator: -3
  Vif-A3G inh: 2%
  D1 antagonist: 0
  D1 potentiator: -1

Reprinted at random: three compounds from above.
SMILES | D1 ag | RXFP1 antagonist | Vif-APOBEC3F blk | Glioma ERSR ind | RXFP1 ag | D2 potentiator | Vif-A3G inh | D1 antagonist | D1 potentiator
COc1cc(C2c3c(oc4ccccc4c3=O)C(=O)N2Cc2ccco2)ccc1O (configuration not stated) | -1 | 9 | 0% | 4% | 2.7% | -3 | 3% | 12 | 3
CCOc1cc(C2C(C(=O)c3ccc(C)o3)=C(O)C(=O)N2CCc2ccccc2)ccc1O (configuration not stated) | 0 | 24 | -3% | -3% | 13% | 5 | 4% | -6 | -1
C#CC(CC)(CC)NC(=O)NC1CCCCC1 | 1 | -6 | 2% | -4% | 1.4% | 6 | -3% | 5 | 1
